Screening results deposited in PubChem BioAssay by several laboratories.
Rab2A wt mod = changes GTP binding to wildtype dog Rab2A, up or down; P61105; GST-Rab2 wt beads, Bodipy-GTP binding, flow cytometry; 190,000 tested, 0.19% active; GTP binding activity, % at 10 µM; AID 760;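 active means GTP binding activity at least 20 points away from 100%, either lowered or raised; inconclusive means signal likely due to the compound's own green fluorescence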;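 further: 0% = beads with excess unlabeled GTP and 100% = no-compound control corrected for plate trend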
Cdc42 wt GTP = human Cdc42 wildtype GTP binding change, either direction. P60953. GST-Cdc42 beads, Bodipy-GTP binding, flow cytometry; actives lie on both sides. percent activity (GTP binding), % at 10 µM. 190,000 tested, 0.2% active;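 active means percent activity GTP binding at least 20 points away from the 100% baseline, either down as inhibitor or up as activator; inconclusive means compound flagged as likely green fluorescent from well-wide comparison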;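 further: median bead fluorescence of bound Bodipy-FL-GTP at 100 nM; 0% = excess unlabeled GTP control and 100% = no compound control; below 100% means less GTP binding so inhibitor and above means activator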
Target sequence (P60953 whole entry, looked up): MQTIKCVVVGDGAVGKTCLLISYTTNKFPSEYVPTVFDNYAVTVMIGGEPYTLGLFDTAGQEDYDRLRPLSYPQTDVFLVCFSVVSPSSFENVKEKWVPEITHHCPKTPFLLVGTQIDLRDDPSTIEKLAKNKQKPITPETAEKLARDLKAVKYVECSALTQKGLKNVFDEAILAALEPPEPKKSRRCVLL
Avidin bead fluor = avidin bead compound fluorescence profile; Avidin beads, compound fluorescence 488/530 nm, flow cytometry; active compounds read high; 220,000 tested, 0.38% active; fluorescence (KMESF) at 10 µM; in the data active means fluorescence above about 47; further: inactives centre near 10
Mcl1-Noxa inh = disrupts binding of human Mcl-1 to Noxa peptide | Q07820 | TR-FRET Mcl-1/Noxa peptide binding, 2 h | inhibition, % at 21.7 µM | 220,000 tested, 1.5% active;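 active means compounds that cut the protein-peptide binding signal by more than 50% relative to plate controls in a single-dose test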;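 further: His-tagged Mcl-1 with rhodamine Noxa BH3 peptide and terbium anti-His antibody; 0% = Mcl-1 plus Noxa peptide wells and 100% = peptide-only wells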
Target sequence (Q07820 whole entry, looked up): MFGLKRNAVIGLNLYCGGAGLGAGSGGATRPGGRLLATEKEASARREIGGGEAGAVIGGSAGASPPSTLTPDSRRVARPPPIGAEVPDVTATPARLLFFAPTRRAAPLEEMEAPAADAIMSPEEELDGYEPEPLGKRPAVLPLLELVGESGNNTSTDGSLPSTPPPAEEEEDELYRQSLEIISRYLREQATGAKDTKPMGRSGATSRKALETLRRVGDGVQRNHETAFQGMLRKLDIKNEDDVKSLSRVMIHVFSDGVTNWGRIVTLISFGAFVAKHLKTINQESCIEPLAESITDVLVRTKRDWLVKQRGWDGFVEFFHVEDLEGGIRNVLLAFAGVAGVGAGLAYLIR
Rac1 wt modul = alters GTP binding to wildtype human Rac1 | P63000 | GST-Rac1 beads, fluorescent GTP binding, flow cytometry; actives lie on both sides; 0 = cold GTP competed, 100 = untreated | GTP binding activity (% of control), % at 10 µM | 190,000 tested, 0.27% active;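 active means GTP binding activity at least 20 points away from the 100% control level, either lower or higher; inconclusive means compound flagged as likely green fluorescent, judged across all proteins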
HRas wt GTP bind = modulators of GTP binding to human HRas wildtype; P01112; GST-Ras wt beads, Bodipy-FL-GTP binding, flow cytometry; actives lie on both sides; GTP binding activity, % at 10 µM; 190,000 tested, 0.14% active; AID 759;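 active means GTP binding activity at least 20% away from the 100% baseline, either lowered as inhibitor or raised as activator; inconclusive means flagged as likely green fluorescent, judged across all proteins in the well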;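 further: 0% = unlabeled GTP competition control and 100% = no-compound control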
Target sequence (P01112 whole entry, looked up): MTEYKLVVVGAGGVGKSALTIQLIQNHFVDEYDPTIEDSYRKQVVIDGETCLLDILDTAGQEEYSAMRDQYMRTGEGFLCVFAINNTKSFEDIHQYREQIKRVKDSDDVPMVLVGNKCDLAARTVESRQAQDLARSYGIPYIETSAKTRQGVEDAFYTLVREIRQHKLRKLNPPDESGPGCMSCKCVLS
Rac1 mut GTP = modulators of GTP binding to human Rac1 activated mutant; GST-Rac1 activated beads, fluorescent GTP binding, flow cytometry; actives lie on both sides; 100% means binding = to untreated wells; 190,000 tested, 0.11% active; AID 764; percent activity (GTP binding), % at 10 µM;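 active means GTP binding at least 20 percentage points away from the 100% baseline, in either direction, so actives lie on both sides; inconclusive means Compound likely fluorescent itself, or too few beads counted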
Bim-Mcl-1 = human Bim-Mcl-1 interaction inhibition; Q07820; Bead-based flow cytometry, Bim peptide-Mcl-1 binding; inhibition, % at 10 µM; 190,000 tested, 0.1% active; AID 1009; in the data active means inhibition above about 40%;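 further: 0% = no compound tracer wells and 100% = peptide blocker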
Rab7 wt GTP bind = dog Rab7 wildtype GTP binding, inhibitors and activators | GST-Rab7 beads, fluorescent GTP binding, flow cytometry; actives lie on both sides; untreated = 100%, excess cold GTP = 0% | GTP binding activity (percent of control), % at 10 µM | 190,000 tested, 0.055% active | AID 758;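 active means fluorescent GTP binding to Rab7 beads changed by at least 20 points from the 100% baseline, either direction, mostly lower; inconclusive means compound itself probably fluorescent, or too few beads counted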;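 further: median green fluorescence of bound Bodipy-FL-GTP per Rab7 bead population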
Mcl1 Bid PPI = disrupts binding of human Mcl-1 to Bid peptide | Q07820 | TR-FRET Mcl-1/Bid-Dy647 peptide binding, 1536-well | inhibition, % at 21.7 µM | 220,000 tested, 0.97% active;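 active means compounds that cut the binding signal by more than half at the single screening dose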;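 further: His-tagged Mcl-1 with europium anti-His antibody binding Bid BH3 peptide; 0% = Mcl-1 plus peptide wells and 100% = peptide-only wells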
Pf gametocyte = inhibitors of late stage P. falciparum gametocyte viability; P. falciparum stage V gametocytes, ATP luminescence, 24 h; inhibition, % at 10.9 µM; 150,000 tested, 0.065% active; AID 743093;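 active means inhibition above the mean plus 3 SD of compounds within the control limits, set per campaign, cut at about 38% in these data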;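 further: 0% = DMSO wells and 100% = medium only without gametocytes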
An asterisk follows results filed as active; u = inconclusive; x = not tested or not shown.

SMILES	Rab2A wt mod	Cdc42 wt GTP	Avidin bead fluor	Mcl1-Noxa inh	Rac1 wt modul	HRas wt GTP bind	Rac1 mut GTP	Bim-Mcl-1	Rab7 wt GTP bind	Mcl1 Bid PPI	Pf gametocyte
CCCCN(CCCNc1ncnc2nc[nH]c12)c1ccccc1	104	102	8	18	107	102	100	-1	99	-40	x
COc1cccc(CNCCN2CCOCC2)c1OC	99	98	5	5	100	97	97	1	95	-11	x
CCn1cc(/C=N/NC(=O)c2ccc3c(c2)OCO3)cn1	100	103	1	1	104	102	101	-1	104	-1	x
COc1cc(NC(=S)NCCC(c2ccccc2)c2ccccc2)cc(OC)c1	94	99	4	0	109	100	98	-4	97	-2	6
C/C(=N/OC(=O)c1ccc(F)cc1)c1ccc(C)cc1	106	101	7	7	102	103	98	-2	107	-18	x
COc1ccc(-n2nnnc2SCC(=O)Nc2cccc(C)n2)cc1OC	97	98	18	12	97	98	96	0	100	-18	10
CCN(CC)C(=S)NC(=O)c1ccc(OC)c(Br)c1	98	100	10	0	103	97	99	-2	100	-17	x
COc1cc(O)c2c(c1)OC(C)(C)CC2=O	95	100	1	0	93	95	95	0	94	-12	x
CCCn1nc2cc(C(=O)N(CC)c3ccc(OC)cc3)ccc2c1OCC	u	u	7	6	u	u	u	0	u	-20	18
Cc1c(S(=O)(=O)N2CCOCC2)c(=O)n(C)c(=O)n1C	104	105	7	13	112	103	102	0	102	-7	x
N/C(=N\OC(=O)c1cccc(Br)c1)c1ccc(Br)cc1	97	99	12	12	102	96	94	0	97	-6	x
O=C1CC(C(=O)N2CCOCC2)C2(CCCC2)O1 (centres undefined)	103	104	9	12	108	103	103	0	102	-31	x
CN(C)c1nnnn1-c1ccccc1Oc1ncc(C(F)(F)F)cc1Cl	u	u	19	-13	u	u	u	0	u	-5	x
O=C(CSc1nnc(Cc2ccccc2)n1-c1cccc(Cl)c1)NNC(=O)Cc1ccccc1	99	102	14	15	103	100	99	-7	96	3	-15
COc1ccc(-c2csc(N3CCC(c4ccccc4)CC3)n2)cc1	97	95	15	11	97	98	94	6	101	-39	-12
CC1(C)Cc2c(C#N)c(N)n(-c3ccccc3)c(=O)c2CO1	101	106	33	-4	109	102	103	-2	98	-9	x
CCOc1cccc(C(=O)NC(=S)Nc2ccccc2)c1	99	102	6	32	103	100	100	-4	99	-31	-9
CCOC(=O)Cc1c(C)c2c(C)[nH]nc2oc1=O	99	100	34	-7	101	101	96	-3	99	-44	x
CCC(C)(C)NC(=O)CN(C(=O)c1snc(C(N)=O)c1N)c1ccc2c(c1)OCCO2	95	97	29	-7	102	98	96	0	101	-12	x
CN(C(=O)c1ccc(Cl)cc1)C1=CCCCC1CCC#N (centres undefined)	98	100	9	2	99	98	97	0	99	65*	9
NC(=O)C1CCN(C(=S)NCCc2ccccc2)CC1	98	98	9	6	100	98	97	-1	99	-45	-6
COCCCNC(=O)C1CCC(=O)N1Cc1ccccc1Cl (centres undefined)	100	100	8	x	102	101	100	1	100	x	x
FC(F)(F)c1cccc(CNC(=S)Nc2ccccc2)c1	98	94	10	7	96	96	93	-3	100	-48	-13
CCCN(CCC)C(=O)CC(c1ccccc1)c1cc(Br)ccc1O (centres undefined)	95	94	5	-1	95	95	96	-1	95	24	-3
O=C(C1CCCN(S(=O)(=O)c2ccc(Cl)cc2)C1)N(Cc1cccs1)C1CC1 (centres undefined)	98	96	6	0	99	99	96	0	101	11	x
O=C(Cn1c(=O)oc2ccccc21)N1CCOCC1	95	101	8	19	97	96	96	-2	95	-6	2
CC(C)(C)NC(=O)CSC(=Nc1ccccc1F)NC#N	100	104	7	7	105	102	102	0	99	13	-9
CC(C)C(=O)Nc1nc2cc3c(cc2s1)OCO3	102	103	7	9	102	101	102	0	100	-4	x
CC1CCCN(CC(O)COCc2ccccc2)C1 (centres undefined)	95	99	13	-2	91	96	96	-2	104	-18	-4
CCOC(=O)C1(CCCc2ccccc2)CCN(C(=O)c2cnn(CC)c2)CC1	97	95	14	-2	102	95	95	-2	97	5	5
CC(C)NC(=O)c1ccc(S(=O)(=O)N(C)C)cc1	98	99	12	18	100	97	94	-2	102	-1	3
N#CCSc1nnc(COc2cccc3ccccc23)n1-c1ccccc1	96	98	10	6	101	97	99	-1	98	16	-49
Cn1c(-c2ccc(N)cc2)nc2ccccc21	100	101	36	15	98	100	97	0	101	-16	x
CC(C)NC(=O)NC(=O)CSc1nnc(COc2ccccc2Cl)o1	102	103	5	-12	102	101	99	0	100	-6	-40
CCc1cccc(C)c1NC(=O)c1ccc(CN2CCc3ccccc3C2)cc1	102	101	0	17	104	103	103	-5	105	-17	-9
CN(C(=O)CO/N=C/c1ccc(Cl)cc1)c1ccccc1	98	98	8	15	102	97	99	0	105	-42	-14
O=C(NCc1cccnc1)c1ccccn1	101	104	7	8	105	104	98	0	102	-19	19
CN1CCN(NC(=O)CN(C)S(=O)(=O)c2cc(Cl)ccc2Cl)CC1	97	95	9	13	98	93	95	-3	97	-17	-16
Cc1ccc2nc(C3CCCN(C(=S)Nc4cccc(C)c4C)C3)[nH]c2c1 (centres undefined)	99	100	7	20	102	100	99	0	100	-60	x
FC(F)(F)c1cc(Cl)c2nnc(-c3cccnc3)n2c1	96	98	3	16	100	96	96	-1	97	-17	x
COC(=O)c1ccccc1NC(=O)CN(CCc1ccccc1)S(C)(=O)=O	98	100	8	6	99	97	100	-9	98	-6	10
NC(=O)Nc1ccc2c(c1)OCCO2	102	101	11	-8	103	99	99	-3	97	-22	x
Cc1cccc(NC(=O)c2cccc(NS(=O)(=O)c3ccc(Cl)cc3)c2)c1	105	104	3	12	106	102	100	-2	104	12	x
Cc1ccc(-n2cc(C(=O)c3ccc4ccccc4c3O)cn2)cc1	93	93	29	-32	92	94	93	-1	96	-16	x
O=C1c2ccccc2-c2c1cccc2C(=O)N1CCOCC1	100	103	5	-1	107	102	100	-20	98	1	x
COc1ccccc1N1CCN(C(=O)Nc2cccc(Cl)c2)CC1	101	103	11	-3	105	104	101	-3	102	-27	x
CCn1c(CSc2nnc(-c3ccc4c(c3)OCO4)o2)nc2cc(S(=O)(=O)N(C)C)ccc21	102	104	6	5	100	102	100	1	99	-18	x
CCCNc1nc2c(c(=O)[nH]c(=O)n2C)n1Cc1cccc(Br)c1	100	104	7	8	106	101	101	7	100	-59	-6
O=C(Nc1cc(Sc2ccccn2)cc([N+](=O)[O-])c1)c1cccc(Cl)c1	100	98	18	11	101	100	98	-2	102	7	6
N#CC1=C(N)Oc2cc(O)c(C=Nc3ccccc3)cc2C1c1ccccc1 (centres undefined)	104	105	11	-2	102	99	98	-2	95	-13	12
CCCCNC(=O)c1onc(CSc2ccccc2CC)c1C(=O)O	89	90	10	20	91	92	88	-2	93	21	9
CN(C)S(=O)(=O)c1ccc(C(=O)Nc2ccccc2C(=O)O)cc1	99	105	27	25	106	101	100	-7	95	-3	31
Cc1nc(Nc2ccc(S(N)(=O)=O)cc2)oc1C	100	104	7	13	109	104	100	-1	98	16	7
Cc1nn(C(C)c2nc(-c3ccccc3)no2)c(C)c1[N+](=O)[O-] (centres undefined)	100	100	28	-6	101	99	98	-3	101	-9	x
O=C(CCNS(=O)(=O)c1cccc2nonc12)NCCc1ccc(Cl)cc1	101	104	7	0	104	102	102	-2	100	4	x
Cc1cc(NC(=O)Cn2cc([N+](=O)[O-])cn2)n(Cc2ccc(F)cc2)n1	98	96	13	-2	96	99	95	-3	94	1	-4
CCN(CC)c1ccc(NC(=O)CCCOc2cccc(C)c2)cc1	99	97	5	77*	99	99	94	1	102	-49	-16
COCc1nc2sc(C)c(C)c2c(=O)[nH]1	102	100	20	7	102	101	102	-5	103	-7	-5
O=C(Cc1ccc(Cl)cc1)NCCCn1ccnc1	95	100	6	11	96	98	96	-5	95	0	x
O=C(NCc1ccccc1)C(=O)NCC1OCCN1S(=O)(=O)c1cccs1 (centres undefined)	99	103	x	19	104	99	100	0	96	5	x
New compounds follow.
SMILES	Rab2A wt mod	Cdc42 wt GTP	Avidin bead fluor	Mcl1-Noxa inh	Rac1 wt modul	HRas wt GTP bind	Rac1 mut GTP	Bim-Mcl-1	Rab7 wt GTP bind	Mcl1 Bid PPI	Pf gametocyte
c1ccc(-c2nnc(N3CCN(c4ccccn4)CC3)c3ccccc23)cc1	96	99	14	3	96	98	92	-1	97	-12	x
COC(=O)c1ccccc1NC(=O)c1noc2c1CCC2	105	107	9	70*	101	107	101	-4	99	-53	x
CCCC(Oc1ccc(Br)cc1)c1nc2c3cc(OC)c(OC)cc3nc(=S)n2[nH]1 (centres undefined)	u	u	6	-4	u	u	u	0	u	-46	-2
CC(C)OP(=O)(c1ccc(N(C)C)cc1)C(Nc1ccccc1)c1cccnc1 (centres undefined)	101	103	19	-14	106	104	100	3	105	-83	4
Cc1ccc(-c2nc(N3CCOCC3)sc2C(=O)N2CCOCC2)cc1	99	102	2	0	100	98	101	-3	103	-16	x
CC(C(=O)Nc1ccc(S(=O)(=O)N2CCCC2)cc1)N1CCN(C(=O)c2ccco2)CC1 (centres undefined)	104	104	6	-6	107	104	97	3	105	-15	-19
CCOc1ccccc1C1N(c2ccc(OC)cc2)C(=O)C2CCCN21 (centres undefined)	109	106	8	-5	110	105	101	-3	103	-12	x
CCCCc1c(O)nc(SCC(=O)NCCc2ccc(OC)c(OC)c2)[nH]c1=O	100	104	18	4	106	101	99	-1	100	-74	x
Cc1ccc2cc3cc(C(=O)NCCC(C)C)oc3nc2c1	100	102	9	0	102	101	98	2	101	-2	-8
NC(=O)c1c(NC(=O)C2CCCO2)sc2c1CCCCC2 (centres undefined)	94	96	2	36	97	96	97	-9	93	-67	-5
Cn1c(SCc2nnc(-c3ccc(F)cc3)o2)nnc1C1COc2ccccc2O1 (centres undefined)	103	104	17	-7	101	104	101	0	103	-12	x
CN1C2=NCCN2C(=O)c2ccccc21	104	106	10	-3	107	105	103	-1	103	16	x
COc1cc(-c2nnc(SCc3cc(=O)oc4cc(C)ccc34)o2)cc(OC)c1OC	96	98	10	7	101	96	97	25	94	-31	7
CCOc1ncccc1C(=O)Nc1ccc(F)c(F)c1	94	91	14	4	90	93	91	0	99	-24	-10
COc1ccc(-c2nc(N3CCOCC3)nc3n[nH]c(N)c23)cc1	103	103	6	-1	105	103	100	-4	103	-9	x
